Screens as filed in PubChem.
D2 antag – antagonists of human D2 dopamine receptor. inhibition, % at 10 µM. P14416. HEK293 TREx D2 cells, calcium flux, dopamine EC80. 340,000 compounds, 2% hits. AID 485344; in the data active means inhibition above about 30%; further: 0% is about no effect
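Calcium mobilization kinetics were recorded at 1 s intervals in tetracycline-induced HEK293 T-REx D2 cells, first for 180 s after compound addition and then 180 s after EC80 dopamine.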
D2 agonist – D2 dopamine receptor (human) agonism; 340,000 compounds, 0.53% hits; HEK293 T-REx D2 cells, calcium flux agonist mode; activation, % at 2 µM;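 active means activation over 3 SD above normal in the single-dose calcium agonist read, cut at about 30% in these data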; further: 0% is about no effect
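Agonism is scored from calcium flux in a force-coupled, inducible HEK293 cell line expressing D2, read kinetically for 180 s after compound addition against dopamine controls.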
TRHR agonist – TRH receptor (human) agonism; TRHR cells, calcium flux fluo-8, FDSS agonist mode; 360,000 compounds, 0.18% hits; activation, % at 2 µM; AID 493084; further: 0% is about no effect
Target sequence (P34981 whole entry, looked up): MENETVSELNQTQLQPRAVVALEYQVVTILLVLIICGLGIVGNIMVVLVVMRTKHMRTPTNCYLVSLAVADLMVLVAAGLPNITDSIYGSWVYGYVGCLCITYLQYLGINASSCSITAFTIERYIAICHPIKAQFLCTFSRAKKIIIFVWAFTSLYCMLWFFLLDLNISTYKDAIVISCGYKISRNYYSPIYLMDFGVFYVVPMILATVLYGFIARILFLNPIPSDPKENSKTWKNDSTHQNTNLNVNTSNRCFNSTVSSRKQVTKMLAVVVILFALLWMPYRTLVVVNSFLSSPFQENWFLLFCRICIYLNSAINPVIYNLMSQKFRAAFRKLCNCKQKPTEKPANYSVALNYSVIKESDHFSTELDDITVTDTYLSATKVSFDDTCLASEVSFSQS
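Read-out: compound-evoked intracellular calcium rise in TRHR cells, fluo-8 dye, kinetic FDSS fluorescence at 1 s/cycle following a 10-cycle baseline. Cells cultured overnight before dye loading (30 min–1.5 h, RT).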
D2 potentiator – D2 dopamine receptor (human) potentiation; HEK293 T-REx D2, calcium flux, EC20 dopamine potentiation; AID 485347; 340,000 compounds, 0.34% hits; potentiation, % at 10 µM;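 active means potentiation over 3 SD above the plate norm, cut at about 30% in these data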; further: 0% is about no effect
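Tetracycline-induced Hek293 Trex D2 cells, force-coupled to calcium, loaded with no-wash calcium dye. Compound added with 180 s kinetic read for agonism, then EC20 dopamine and a further 180 s read for potentiation.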
D1 ag – activates the human D1 dopamine receptor. 360,000 compounds, 1% hits. P21728. HEK293 T-REx D1 cells, calcium flux, agonist mode. activation, % at 2 µM; further: 0% is about no effect
Target sequence (P21728 whole entry, looked up): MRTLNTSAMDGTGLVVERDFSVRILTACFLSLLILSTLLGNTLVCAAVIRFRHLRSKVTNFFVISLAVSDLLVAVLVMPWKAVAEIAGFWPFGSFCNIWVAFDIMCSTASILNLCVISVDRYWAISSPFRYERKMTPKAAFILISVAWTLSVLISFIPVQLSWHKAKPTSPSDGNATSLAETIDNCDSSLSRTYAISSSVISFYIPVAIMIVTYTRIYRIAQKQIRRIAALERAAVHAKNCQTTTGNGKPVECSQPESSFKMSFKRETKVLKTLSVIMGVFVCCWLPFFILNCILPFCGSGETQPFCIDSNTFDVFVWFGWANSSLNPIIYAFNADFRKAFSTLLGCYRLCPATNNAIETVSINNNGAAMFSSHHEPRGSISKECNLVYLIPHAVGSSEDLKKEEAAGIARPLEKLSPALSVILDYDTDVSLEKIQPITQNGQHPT
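Tetracycline-induced HEK293 TREx D1 cells, force-coupled to calcium signalling, were dye-loaded with a no-wash calcium kit. Compound was pin-added after a 10 s baseline. Fluorescence was read kinetically at 1 cycle/s for 180 s, with calcium rises flagged as agonism.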
TRHR PAM – TRH receptor (human) allosteric enhancement. P34981. TRHR cells, fluo-8 calcium fluorescence, EC20 TRH enhancement. enhancement, % at 2 µM. 360,000 compounds, 0.66% hits. AID 493056; in the data active means enhancement above about 30%; further: 0% is about no effect
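TRHR-expressing cells loaded with fluo-8 calcium dye were read kinetically (ex 480/em 530) during compound addition, then stimulated with an EC20 of TRH (10 nM final). Enhancement of the Gq-mediated intracellular calcium response was scored.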
D1 antag – blocks dopamine activation of the human D1 receptor; HEK293 TREx D1 cells, calcium flux, dopamine EC80; stronger effect = lower value; 360,000 compounds, 3.2% hits; activity change, negative = inhibition, % at 10 µM; in the data active means activity change below about -30%; further: on the % scale 0 is the no-effect control and ±100 the full control effect
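Tetracycline-induced HEK293 T-REx cells with force-coupled D1 receptor were loaded with a no-wash calcium dye. Compound was added after a 10 s baseline and read kinetically for 180 s; EC80 dopamine was then added and calcium flux followed another 180 s.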
RXFP1 antagonist – antagonists of human relaxin receptor RXFP1; Q9HBX9; HEK293-RXFP1, relaxin-stimulated cAMP HTRF, 30 min; stronger effect = lower value; activity change, negative = inhibition, % at 57.5 µM; 350,000 compounds, 0.59% hits;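 active means activity change of -60% or lower, but not beyond a set lower limit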; further: on the % scale 0 is the no-effect control and ±100 the full control effect
D1 potentiator – enhances dopamine response at the human D1 receptor; HEK293 TREx D1 cells, calcium flux, dopamine EC20 potentiation; 360,000 compounds, 0.036% hits; AID 504651; P21728; potentiation, % at 10 µM; in the data active means potentiation above about 30%; further: 0% is about no effect
* hit, by the source's call; . = no result given. Unless noted, no stated cut-off is given here; in the data, active means activation above about 30%; inactive means the rest.

SMILES | D2 antag | D2 agonist | TRHR agonist | D2 potentiator | D1 ag | TRHR PAM | D1 antag | RXFP1 antagonist | D1 potentiator
O=C(O)c1cccnc1SCc1ccc([N+](=O)[O-])cc1 | 3.4 | -0.6 | 0.4 | 1.9 | 1.4 | -6.2 | -10.4 | 6.2 | 0.2
O=C(CS(=O)c1cccc(C(F)(F)F)c1)Nc1ccc(Cl)cc1Cl (configuration not stated) | -42.0 | 0.2 | -0.3 | 2.0 | 2.9 | 10.2 | -2.4 | 5.7 | -0.3
CCCCc1nn2c(=O)cc(COC(=O)c3ccccc3NC(=O)c3cccs3)nc2s1 | . | 5.6 | 1.2 | -6.7 | -1.5 | 3.9 | 4.2 | -5.8 | -0.5
C/C(=N\OC(=O)c1ccc(Cl)cc1)c1nccs1 | -2.9 | 0.5 | -0.1 | 21.7 | 0.8 | 3.9 | -31.9* | -7.8 | -12.7
Cc1ccc(/C=C/C(=O)OCC(=O)Nc2ccc3[nH]c(=O)[nH]c3c2)o1 | -1.0 | 0.3 | 0.3 | -8.7 | 1.1 | 0.1 | -3.6 | 2.0 | -2.6
CCOCCCn1c(SCC(=O)Nc2ccc3[nH]c(=O)[nH]c3c2)nc2ccccc2c1=O | -13.9 | -0.1 | 0.3 | -3.0 | 1.0 | 2.7 | -6.4 | -7.8 | 0.3
Cn1c(N)c(C(=O)CSc2nc3ccccc3[nH]2)c(=O)n(C)c1=O | -8.4 | 1.7 | 0.3 | 5.6 | 1.6 | 9.0 | 1.5 | 20.0 | 1.9
Fc1ccc(/C=C\c2nccc3c2[nH]c2ccccc23)cc1 | -7.3 | -0.3 | 0.1 | -16.2 | -0.2 | 2.6 | -5.0 | -10.7 | -3.5
COc1ccc(OC)c(Nc2nc3ccc(C)cc3n3cnnc23)c1 | -5.4 | -1.1 | -0.5 | 2.6 | 1.6 | 4.5 | 11.5 | 2.9 | -4.7
CS(=O)Cc1cc(Sc2ccccc2)nc(-c2cccnc2)n1 (configuration not stated) | . | . | -0.5 | . | -0.4 | 10.1 | -2.4 | -8.8 | -5.0
CCCN(CC(=O)Nc1cc(Cl)ccc1Cl)C(=O)c1ccc2n[nH]nc2c1 | -0.6 | -1.2 | -1.2 | -3.7 | 0.3 | 12.2 | 8.6 | 7.1 | -11.0
CCCCCC(O)(CCN1CCCCC1)c1ccccc1 (configuration not stated) | 26.2 | 0.4 | 0.7 | -16.9 | 1.5 | 12.2 | 7.9 | 9.5 | -7.9

Exported with values under each structure: entries from further up
Order of values: D2 antag, D2 agonist, TRHR agonist, D2 potentiator, D1 ag, TRHR PAM, D1 antag, RXFP1 antagonist, D1 potentiator
CCCN(CC(=O)Nc1cc(Cl)ccc1Cl)C(=O)c1ccc2n[nH]nc2c1
    -0.6, -1.2, -1.2, -3.7, 0.3, 12.2, 8.6, 7.1, -11.0
O=C(CS(=O)c1cccc(C(F)(F)F)c1)Nc1ccc(Cl)cc1Cl (configuration not stated)
    -42.0, 0.2, -0.3, 2.0, 2.9, 10.2, -2.4, 5.7, -0.3
CCCCCC(O)(CCN1CCCCC1)c1ccccc1 (configuration not stated)
    26.2, 0.4, 0.7, -16.9, 1.5, 12.2, 7.9, 9.5, -7.9
COc1ccc(OC)c(Nc2nc3ccc(C)cc3n3cnnc23)c1
    -5.4, -1.1, -0.5, 2.6, 1.6, 4.5, 11.5, 2.9, -4.7
Cn1c(N)c(C(=O)CSc2nc3ccccc3[nH]2)c(=O)n(C)c1=O
    -8.4, 1.7, 0.3, 5.6, 1.6, 9.0, 1.5, 20.0, 1.9

Continuation:
SMILES | D2 antag | D2 agonist | TRHR agonist | D2 potentiator | D1 ag | TRHR PAM | D1 antag | RXFP1 antagonist | D1 potentiator
COc1ccc(S(=O)(=O)n2nc(OC(=O)c3ccccc3Br)cc2N)cc1 | -12.6 | 3.5 | -0.2 | 9.3 | 6.8 | 3.5 | 21.6 | 10.2 | 1.1
O=C(Cn1c(=O)n(-c2ccccc2)c(=O)c2c3c(sc21)CCCC3)Nc1ccccc1 | . | 1.4 | 2.5 | . | 11.2 | 13.4 | -0.3 | . | -0.5
CCn1ncc(CNC(=O)c2cccc([N+](=O)[O-])c2)c1C | 1.9 | -0.8 | 0.7 | 7.0 | 2.0 | -7.3 | -17.1 | . | -12.8
CCOC(=O)c1c(NC(=O)CSC(=S)N(C)C)sc(C)c1C | 10.4 | -1.2 | -0.4 | 7.4 | 3.4 | -2.6 | 3.0 | -8.2 | -3.6
CN(C)CCn1c(=O)n(-c2ccc(F)cc2)c(=O)c2c3c(sc21)CCCCC3 | 8.0 | 0.3 | 0.1 | -3.9 | 5.2 | 8.7 | 9.5 | -10.7 | -6.5
CCOc1ccccc1CN1CCN(Cc2[nH]c3ccccc3c2C)CC1CCO (configuration not stated) | 9.8 | 2.9 | -0.4 | -12.4 | 55.6* | 8.1 | -7.6 | 13.6 | -4.6
COc1ccc(N2C(=O)CC(N(CCc3ccc(OC)c(OC)c3)C(=S)Nc3ccccc3)C2=O)cc1 (configuration not stated) | 6.6 | 1.6 | 1.8 | 4.8 | 8.6 | -1.8 | -6.9 | -9.5 | -1.3
O=C1c2cccnc2Nc2ccccc2N1CCCF | -8.2 | 0.3 | -0.3 | 4.0 | -0.3 | -2.3 | -32.8* | -9.0 | -3.4
CC(=O)Nc1ccc(S(=O)(=O)NNC(=O)c2ccc(C)cc2)cc1 | 10.0 | -0.4 | -0.5 | 5.6 | 0.8 | -3.2 | 5.4 | -1.9 | -5.5
CCNS(=O)(=O)c1ccc(CCC(=O)NCc2ccc(C)cc2)cc1 | 3.2 | 0.1 | -1.1 | 9.4 | 0.5 | 1.9 | -5.0 | -8.4 | -7.2
CCCCn1c(=NC(=O)c2cccnc2)c(C#N)cc2c(=O)n3cccc(C)c3nc21 | -0.7 | 1.7 | 0.3 | 28.1 | -0.5 | 2.4 | 15.6 | -0.2 | 1.7
CCOC(=O)COc1c(C(=O)OC)sc2ncccc12 | 0.3 | 1.0 | -0.8 | -2.2 | 12.4 | 5.6 | -0.3 | -26.5 | -4.2
CC(NC(=O)c1cc2c(s1)CCCC2)C(C)(C)C (configuration not stated) | 6.3 | 0.2 | -0.6 | -5.4 | 7.1 | 12.2 | 16.7 | -1.1 | -1.9
Cc1noc(C)c1COC(=O)c1ccccc1NC(=O)c1ccco1 | 14.4 | 2.8 | -0.2 | -6.7 | 2.9 | -10.6 | -27.7 | 3.0 | -1.1
O=C(N/N=C/c1ccc(Br)s1)Nc1ccccc1 | 1.2 | 0.4 | 1.6 | 5.0 | 17.0 | 4.3 | -14.9 | -5.9 | -7.0
Nc1c(-c2nc(-c3ccccc3)no2)nnn1CC(=O)Nc1ccccc1 | . | 0.0 | -0.6 | 17.2 | 3.7 | 4.7 | -2.3 | -9.1 | 0.6
COc1cc(C)ccc1OCc1cc(C(=O)NCc2ccncc2)no1 | -11.6 | -0.1 | 2.6 | -13.9 | 0.8 | -1.7 | -27.0 | -5.7 | -3.4
COc1ccc(S(=O)(=O)N2CCC(C(=O)Oc3ccc(C)cc3)CC2)cc1OC | 5.0 | 0.1 | 1.0 | -0.8 | 9.1 | 6.8 | -7.2 | 4.7 | -3.0
C/C(=N\NS(=O)(=O)c1cccc([N+](=O)[O-])c1)c1cc2ccccc2o1 | -1.0 | 0.0 | -0.5 | 0.1 | 1.1 | 1.0 | -4.9 | -10.7 | -2.0
Cc1nc(-c2ccccc2Cl)sc1C(=O)/C=C/N(C)C | -8.2 | -0.2 | -0.6 | 2.3 | -0.5 | 1.4 | -12.0 | -7.9 | -0.5
CC1CCCCN1C(=O)Cn1c(=O)n(C2CCCCC2)c(=O)c2ccccc21 (configuration not stated) | 9.4 | 0.7 | 0.7 | 3.0 | 2.5 | 3.7 | 2.6 | 1.4 | -4.8
CCc1ccc(S(=O)(=O)c2nnn3c2nc(N2CCOCC2)c2sccc23)cc1 | . | -0.6 | -0.3 | 0.0 | -0.8 | 5.2 | 1.3 | -4.1 | -0.8
Cc1ccnc(N/N=C/c2ccco2)n1 | 4.3 | 0.7 | -0.1 | 1.0 | 0.1 | -2.6 | -3.9 | -2.3 | -2.5
Cc1ccc(N(C(=O)C(F)(F)F)C(C(=O)NC2CCCCC2)c2ccncc2)cc1C (configuration not stated) | 6.8 | -1.2 | -2.0 | 18.5 | -0.5 | 1.3 | 9.0 | -0.7 | -6.0
COCCNC(=S)NNC(=O)CSCc1ccc(Cl)cc1Cl | 1.0 | 0.5 | -0.1 | -9.2 | -0.2 | -0.4 | . | -35.1 | -2.4
Cn1cnc2cc(NC(=O)c3ccc(Cl)cc3)ccc21 | . | . | -0.4 | . | 1.5 | 6.9 | -4.2 | . | 0.6
COCc1cc(C)n(CC(=O)Nc2cc(C)cc(C)c2)c(=O)c1C#N | -1.9 | -0.6 | -0.1 | -2.6 | 1.7 | -1.5 | -6.5 | 5.7 | -1.1
O=C(Nc1cccc(O)c1)c1ccc(C(F)(F)F)cc1 | 14.3 | -2.0 | -0.9 | -0.1 | 0.4 | 4.9 | 2.3 | 2.5 | -1.1
O=C(NNc1nc(-c2ccccc2)c2cc(Br)ccc2n1)c1ccc(S(=O)(=O)N2CCOCC2)cc1 | 10.3 | 0.0 | 0.1 | 0.1 | -0.2 | 4.4 | -2.7 | -9.3 | -6.8
Cn1c(SCc2ccc(Br)cc2)nnc1-c1ccncc1 | -3.3 | -2.3 | 0.1 | -1.9 | -0.3 | -4.8 | -0.6 | -1.9 | -0.3
CC(=O)Nc1ccc(NC(=O)CSc2nnc(C3CC3)n2-c2ccccc2)cc1 | 2.4 | 0.2 | -0.2 | -1.1 | 0.1 | 2.5 | -21.7 | -1.7 | -0.7
CC1Cc2ccccc2N1C(=O)COC(=O)/C=C/c1cccc(F)c1 (configuration not stated) | 7.6 | -0.1 | 0.1 | 5.9 | -0.4 | -3.2 | 0.9 | 1.6 | 3.8
c1csc(Cn2c(-c3cccs3)nc3ccccc32)c1 | . | . | -0.6 | . | 7.4 | 16.7 | 19.2 | -9.7 | 1.4
CC(=O)Nc1cccc(NC(=O)C(=O)NCCc2sc(-c3ccccc3)nc2C)c1 | . | 1.7 | 0.5 | 5.3 | 9.1 | -0.6 | -40.0* | -13.5 | -5.7
Cc1c(NC(=O)Nc2ccc(Cl)c(Cl)c2)sc2nc3n(c(=O)c12)CCC(C)CC3 (configuration not stated) | . | 0.0 | -0.3 | 0.1 | 1.2 | 3.6 | 3.1 | 0.7 | -4.8
CC1Sc2ccc(C(=O)Nc3cc(S(C)(=O)=O)ccc3Cl)cc2NC1=O (configuration not stated) | 17.9 | 0.1 | -0.1 | 5.5 | 2.3 | -1.9 | 5.8 | 9.9 | -4.3
COc1ccc(CC(=O)NCC(c2ccc(N(C)C)cc2)N2CCOCC2)cc1OC (configuration not stated) | . | -0.3 | -0.1 | -3.5 | -0.9 | 0.7 | -3.0 | -1.8 | -0.1
COc1ccc(N2C(=O)C(O)C2c2ccc(C)cc2)cc1 (configuration not stated) | -13.4 | 0.8 | 0.3 | 3.5 | 8.1 | -9.7 | -1.4 | -4.5 | -4.8
O=C(/C=C/c1ccccc1)N1CCN(c2c(Cl)cccc2[N+](=O)[O-])CC1 | -2.7 | -1.2 | -0.6 | 3.5 | 4.6 | -10.0 | 1.0 | . | -3.1
